Pol kappa inh – blocks human DNA polymerase kappa activity; Q9UBT6; purified Pol kappa, fluorescent DNA synthesis assay, 10 min; Potency, µM (series often up to 107 µM), inactives show at the top dose activity, negative = inhibition, most hits filed as inhibitors; 400,000 compounds, 0.53% hits; AID 588579; also: potency is read from the fitted curve at half-maximal effect; % is scaled to controls: 0 for no effect and ±100 for the full control effect
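10 nM Pol kappa was preincubated with compounds for 15 min at room temperature. Reaction started with 50 nM (final) substrate. Fluorescence read kinetically at 0 and 10 min.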
RXFP1 antag – antagonists of human relaxin receptor RXFP1 | Q9HBX9 | HEK293-RXFP1, relaxin-stimulated cAMP HTRF, 30 min; hits give low values | activity change, negative = inhibition, % at 57.5 µM | 350,000 compounds, 0.59% hits;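 active = activity change of -60% or lower, but not beyond a set lower limit; inconclusive = change between -60% and -40%, or beyond the set limit; inactive = change above -40%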; also: % is scaled to controls: 0 for no effect and ±100 for the full control effect
Apoferritin bind – binds horse apoferritin like a general anesthetic | P02791 | apoferritin/1-aminoanthracene competitive binding, fluorescence | Potency, µM (titrated, usually from 77.5 µM), inactives show top-dose activity change, negative = displacement, actives largely listed as inhibitors | 350,000 compounds, 0.074% hits; also: potency is read from the fitted curve at half-maximal effect; % is scaled to controls: 0 for no effect and ±100 for the full control effect; nearly all actives have a fitted effect of over 20% in size
Target sequence (P02791 2-175 limits assumed): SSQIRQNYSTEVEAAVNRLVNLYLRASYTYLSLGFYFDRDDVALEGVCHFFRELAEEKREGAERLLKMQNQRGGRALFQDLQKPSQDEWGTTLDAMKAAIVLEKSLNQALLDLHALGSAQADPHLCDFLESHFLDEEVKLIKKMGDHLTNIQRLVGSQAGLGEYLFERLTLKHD
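Read-out: endpoint 1-AMA fluorescence, excitation 380 nm and emission 535 nm, after compounds sit 10 min at room temperature with 10 uM horse-spleen apoferritin in 50% saturated 1-AMA/PBS. Values come from four-parameter Hill fits.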
Pol eta inh – inhibitors of human DNA polymerase eta | AID 588591 | Potency, µM (top dose mostly 114 µM), inactives show top-dose activity change, negative = inhibition, actives largely listed as inhibitors | 390,000 compounds, 1.2% hits | recombinant Pol eta, fluorescent DNA replication assay; also: potency is read from the fitted curve at half-maximal effect; % is scaled to controls: 0 for no effect and ±100 for the full control effect
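Fluorescent replication assay: 50 nM final substrate added after a 15 min room-temperature compound preincubation with 10 nM enzyme. Signal taken at 0 min and again at 10 min.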
BLM inh – inhibitors of human Bloom syndrome helicase BLM. P54132. recombinant BLM DNA unwinding, fluorescence dequenching. Potency, µM (titrated, usually from 56.1 µM), for the others: at the highest dose activity change, negative = inhibition, usual class: inhibitors. 350,000 compounds, 0.2% hits. AID 2528;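 also: potency is read from the fitted curve at half-maximal effect; plate controls were vehicle for no effect and no enzyme for full effect; nearly all actives have a fitted effect of over 35% in size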
APE1 inh – inhibitors of human APE1 endonuclease; Potency, µM (titrated, usually from 65.8 µM), inactives show at the highest dose activity change, negative = inhibition, most hits filed as inhibitors; 350,000 compounds, 0.35% hits; recombinant APE1, TAMRA/BHQ-2 abasic DNA cleavage fluorescence; AID 2517; P27695;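 also: potency is read from the fitted curve at half-maximal effect; plate controls were vehicle for no effect and reference inhibitor for full effect; nearly all actives have a fitted effect of over 55% in size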
Target sequence (P27695 whole entry, looked up): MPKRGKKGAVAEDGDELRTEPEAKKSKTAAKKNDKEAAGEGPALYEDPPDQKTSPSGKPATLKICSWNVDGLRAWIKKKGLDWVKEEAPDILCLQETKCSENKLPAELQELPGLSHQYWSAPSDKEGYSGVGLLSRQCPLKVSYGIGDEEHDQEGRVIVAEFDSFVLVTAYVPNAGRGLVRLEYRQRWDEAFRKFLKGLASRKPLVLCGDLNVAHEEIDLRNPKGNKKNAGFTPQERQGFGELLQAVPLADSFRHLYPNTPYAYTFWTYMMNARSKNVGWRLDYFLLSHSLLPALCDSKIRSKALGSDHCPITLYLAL
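Measures dequenching upon AP-site incision of a 5'-TAMRA/3'-BHQ-2 THF-containing duplex, 50 nM; human APE1 0.75 nM after 15 min room-temperature exposure to compound; kinetic three-point read at one-minute spacing.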
Pol iota inh – blocks human DNA polymerase iota activity; Pol iota fluorescent replication assay, 10 min; Potency, µM (top dose mostly 115 µM), for inactives: at the highest dose activity, negative = inhibition, hits mostly inhibitors; 390,000 compounds, 1% hits; AID 588590; also: potency is read from the fitted curve at half-maximal effect
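Pol iota at 10 nM preincubated 15 min with compounds at room temperature; reaction started with fluorescent substrate, 50 nM final. Fluorescence read kinetically at 0 and 10 min; buffer-only wells as negative control.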
POLB inh – DNA polymerase beta (human) inhibition; P06746; Pol beta primer extension/strand displacement, fluorescence kinetic; Potency, µM (series often up to 114 µM), for inactives: top-dose activity change, negative = inhibition, most hits filed as inhibitors; 340,000 compounds, 1.3% hits; AID 485314; also: potency is read from the fitted curve at half-maximal effect; % is scaled to controls: 0 for no effect and ±100 for the full control effect
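Pol beta (10 nM) and compounds were preincubated 15 min at room temperature, then 50 nM substrate (final) started primer extension/strand displacement. Reads were taken at 0 and 10 min; concentration-response data were fitted to a four-parameter Hill equation.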
PGK inhibitor – inhibitors of T. brucei phosphoglycerate kinase | P07378 | PGK/GAPDH coupled, Kinase-Glo luminescence, 60 min | Potency, µM (series often up to 57.5 µM), for inactives: top-dose activity change, negative = inhibition, usual class: inhibitors | 380,000 compounds, 0.043% hits | AID 602233; also: potency is read from the fitted curve at half-maximal effect; % is scaled to controls: 0 for no effect and ±100 for the full control effect; nearly all actives have a fitted effect of over 60% in size
Target sequence (P07378 whole entry, looked up): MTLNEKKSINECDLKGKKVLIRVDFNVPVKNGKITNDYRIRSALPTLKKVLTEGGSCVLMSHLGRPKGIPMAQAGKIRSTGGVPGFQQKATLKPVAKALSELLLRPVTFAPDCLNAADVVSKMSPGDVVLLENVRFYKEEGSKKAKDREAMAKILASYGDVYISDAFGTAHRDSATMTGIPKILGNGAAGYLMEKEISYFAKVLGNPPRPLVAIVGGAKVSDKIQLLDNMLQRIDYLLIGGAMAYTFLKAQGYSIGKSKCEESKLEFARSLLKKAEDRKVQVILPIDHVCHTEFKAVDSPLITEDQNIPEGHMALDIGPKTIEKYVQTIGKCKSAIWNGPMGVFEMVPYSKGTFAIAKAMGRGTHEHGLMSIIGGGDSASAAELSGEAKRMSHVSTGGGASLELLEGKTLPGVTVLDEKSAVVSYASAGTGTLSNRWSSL
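Luminescent ATP detection (Kinase-Glo Plus) follows a 60-minute room-temperature incubation, with wells lacking PGK as controls. Buffer: 100 mM TEA (pH 7.6), 5 mM MgCl2, 0.01% Tween-20. Coupling enzyme GAPDH (100 nM final) supplies unstable 1,3-BPG in-well.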
Numbers without * were called inactive; i = inactive; ? = inconclusive; . = no result given; [ ] = dose if it differs, or a comment. Unless noted, calls follow the shape of the dose curve; as a rule, active = well fitted curve in the direction sought with a large enough effect; inconclusive = small, poorly fitted or top-dose-only effect, or another doubt; inactive = no such curve, though single readings can be large; an effect the other way counts as inactive or inconclusive.

entry | Pol kappa inh | RXFP1 antag | Apoferritin bind | Pol eta inh | BLM inh | APE1 inh | Pol iota inh | POLB inh | PGK inhibitor | molecule
1 | -17% | 10 | -1% | -4% | 2% | 7% | 20% | 15% | 0% | CC(C)c1onc(C(=O)N2C(C)CCCC2C)c1[N+](=O)[O-] (stereo not given)
2 | 13% | -1 | . | -1% | . | . | -13% | . | -8% | CCn1cc(C(=O)NC2CCCCCC2)c(=O)c2cc(S(=O)(=O)N3CCCCC3)ccc21
3 | -4% | -3 | -2% | -17% | -1% | 1% | 11% | -2% | -10% | O=C(Cc1cccs1)NCc1cccc(CNC(=O)Cc2cccs2)c1
4 | -5% | -3 | -7% | -17% | 0% | -2% | 27% | 6% | -1% | COc1ccc2cc(Br)ccc2c1CC(=O)NC(C)C
5 | 8% | . | -3% | -3% | -2% | -1% | -4% | 6% | -3% | CCc1cc(=O)oc2cc(OCC(=O)N3CCC(C(=O)O)CC3)ccc12
6 | -3% | 7 | -7% | -14% | -2% | -12% | 130%[activator] | 1% | -1% | COc1cc(OC)cc(C(=O)N2CCC(C(=O)c3ccc(F)cc3)CC2)c1
7 | -2% | -8 | 3% | -17% | -11% | 10% | 35%[activator] | -13% | -6% | O=C(CCl)Nc1c(C(=O)Nc2ccc3c(c2)OCCO3)oc2ccccc12
8 | 0% | 11 | -7% | -19% | -5% | -10% | 51%[activator] | 3% | -8% | COc1cc(C(=O)NC(CCSC)C(=O)OCc2cc([N+](=O)[O-])cc3c2OCOC3)cc(OC)c1OC (stereo not given)
9 | -3% | 6 | -8% | -16% | 0% | 5% | 11% | -17% | 3% | C=C(C)CNC(=S)/N=c1\scc(C)n1CC
10 | 0% | -4 | -12% | -11% | 2% | -4% | 16% | 0% | 0% | CC1CN(S(=O)(=O)c2cccc(C(=O)NN3CCN(C)CC3)c2)CC(C)O1 (stereo not given)
11 | 1%[60.1 µM] | 3 | -8% | 2% | -4% | 3% | 22% | -17% | -3% | O=Cc1nc(-c2ccccc2Cl)n2ccccc12
12 | 4% | 13 | -13% | -14% | -2% | 2% | 0% | -12% | -1% | COc1ccc(N2CCN(C(c3cc4ccc(C)cc4[nH]c3=O)c3nnnn3C3CCCC3)CC2)cc1 (stereo not given)
13 | -9% | 3 | 6% | 11% | 0% | -2% | 5% | 8% | i | CCn1c(SCC(=O)Nc2ccc3c(c2)OCCO3)nnc1-c1ccco1
14 | 1% | 0 | 4% | 8% | -1% | 2% | 8% | 3% | -3% | Cc1ccc(SCCCn2cncn2)cc1
15 | -4% | 12 | . | -23% | . | 30% | -10% | . | i | Cc1ccc(C2(C)NC(=O)N(CC(=O)NNC(=O)c3ccccc3F)C2=O)cc1 (stereo not given)
16 | -3% | 1 | -23% | -5% | 1% | -4% | -27% | 22% | . | Cc1ccccc1CSc1nc2[nH]ncc2c(=O)[nH]1
17 | -13% | 10 | 6% | -1% | -1% | -2% | 134%[activator] | 2% | -2% | COc1ccc(N(CN2C(=O)C3CCCCC3C2=O)C(=O)c2ccco2)cc1 (stereo not given)
18 | 1% | -12 | -21% | -5% | -5% | -12% | 1% | 8% | i | O=C(CSc1nnc(-c2ccc(O)cc2)n1Cc1ccco1)c1cccs1
19 | -11% | -8 | -1% | -17% | -13% | 15% | 114%[activator] | 15% | -4% | COc1ccc(N2CCN(C(CNC(=O)OCc3ccccc3)c3ccco3)CC2)cc1 (stereo not given)
20 | 4% | -3 | 5% | 0% | 1% | -3% | 19% | -1% | -4% | C=CCSc1nnc2c(n1)OC(c1ccccn1)N(C(C)=O)c1ccccc1-2 (stereo not given)
21 | -3% | -10 | 1% | -19% | -5% | 43%[activator] | -20% | 1% | -7% | CCOc1ccc(S(=O)(=O)Nc2ccccc2C(=O)N2CCOCC2)cc1
22 | -8% | 2 | -4% | 0% | -6% | 17% | 12% | 8% | 8% | COc1cc(CNn2c(C)n[nH]c2=S)cc(Br)c1OCC(=O)NC(C)(C)C
23 | 6% | -12 | . | -13% | . | 6% | 21% | . | -5% | O=C(CNC(=O)c1ccc(Cl)cc1)NNc1c(F)c(F)cc(F)c1F
24 | -3% | 6 | 5% | 3% | 0% | -10% | 2% | -5% | 3% | Cc1c(CN2CCc3c([nH]c4ccccc34)C2CC(C)C)cnn1C (stereo not given)
25 | 10% | -1 | -7% | -11% | -4% | -2% | 17% | 11% | -3% | Cc1ccc(CSc2nc3c(cc2C#N)CCC3)cc1
26 | -16% | 11 | -4% | 4% | 0% | -8% | 8% | -2% | -3% | C=CCNC(=O)COC(=O)COc1ccc(Cl)cc1C
27 | -6% | -7 | 1% | -3% | -2% | 3% | ? | 3% | -4% | N#Cc1ccc(NC(=O)CCc2ccc(S(=O)(=O)N3CCOCC3)cc2)cc1
28 | -6% | 0 | -17% | 6% | -1% | 1% | 4% | 12% | -8% | CC1CCCC(C)N1C(=O)COc1ccc(-c2nnco2)cc1 (stereo not given)
29 | 0% | 10 | -4% | -6% | 0% | 20% | 17% | 61% | 3% | OCCC1CN(Cc2ccn[nH]2)CCN1Cc1ccc(F)c(F)c1 (stereo not given)
30 | -11% | 8 | . | 1% | . | . | 4% | . | -9% | C=C(C)COC(=O)c1ccccc1C(=O)OCC1(C)CO1 (stereo not given)
31 | -6% | -6 | -2% | -18% | 1% | -1% | 81%[activator] | 12% | -5% | Nc1ncnc(NNC(=O)CNC(=O)c2c(F)cccc2Cl)c1[N+](=O)[O-]
32 | -19% | 6 | 9% | -9% | -4% | . | 21% | 7% | i | CC(C)CC(=O)Nc1ccc2nc(SCC(=O)N3CCOCC3)sc2c1
33 | 9% | 6 | 0% | -9% | 1% | . | 12% | 43% | 12% | CCN1CCN(C(=O)c2cnn(-c3ccc(F)cc3F)c2C2CCN(C(=O)OC(C)(C)C)CC2)CC1
34 | -28% | -3 | -14% | -12% | -1% | 23% | 23% | ? | -1% | Cc1ccccc1NC(=O)COC(=O)/C=C/c1cn(-c2ccccc2)nc1-c1cccnc1
35 | -9% | -2 | -21% | -1% | -5% | 24% | ? | -2% | 4% | CCOc1ccc(C(=O)c2cccs2)cc1
36 | 7% | -3 | ? | 5% | -3% | 16% | 35%[activator] | 45% | -6% | CCN(CC)C(=O)Cc1cn(C)c2ccccc12
37 | -9% | -11 | -12% | -7% | -3% | -2% | 8% | 34% | -1% | COc1ccc(CCNC(=O)c2ccc(=O)[nH]n2)cc1OC
38 | 7% | -3 | -11% | -10% | 3% | -2% | 4% | -9% | -11% | COc1ccc(S(=O)(=O)NC(N)=NCCc2ccccc2)cc1
39 | -17% | -6 | -2% | -1% | 0% | 4% | -2% | -1% | i | CC(=O)NC(NC(C)=O)c1ccc(N(C)C)cc1
40 | 14% | -4 | -1% | -1% | -4% | -4% | -6% | 1% | -4% | Cc1noc(C)c1C(=O)Nc1sc2c(c1C(N)=O)CCC2
41 | -16% | 9 | -23% | -8% | 3% | -6% | -3% | 5% | 0% | Cc1cnc(NC(=O)Cc2c[nH]c3ccccc23)s1
42 | -7% | 1 | -10% | 1% | -1% | 1% | 9% | -1% | 0% | Cc1c(C(=O)OCCN2CCCCC2)oc2ccccc12
43 | -9%[60.1 µM] | -12 | -3% | -6% | -1% | . | ? | -2% | 7% | CCOc1ccccc1C(=O)Nc1ccc(S(=O)(=O)N2CCCCC2c2cccnc2)cc1 (stereo not given)
44 | -7% | -7 | -11% | 0% | 2% | 24% | 7% | 4% | -3% | COc1ccc(CN(CC2CCCO2)C(=O)CN2C(=O)C(C)Oc3ccc(C)cc32)cc1OC (stereo not given)
45 | -15% | . | 5% | -10% | -7% | . | 4% | 7% | -2% | CCOC(=O)Cc1ccc(NC(=O)Nc2c[nH]c(=O)[nH]c2=O)cc1
46 | -5% | -14 | 4% | -11% | 2% | 2% | 5% | 13% | 3% | COc1cc(S(=O)(=O)N2CCN(C)CC2)c(OC)cc1Br
47 | . | . | -18% | . | 0% | 0% | . | 20% | . | CCOc1ccccc1NC(=O)C1CCN(S(=O)(=O)c2cccc3cccnc23)CC1
48 | -6% | 3 | -3% | -5% | 0% | -6% | 14% | 21% | -3% | COc1ccc(OC)c(S(=O)(=O)NCc2ccccn2)c1
49 | -18% | -26 | 1% | -19% | -6% | . | -3% | 13% | 7% | CCCOc1cccc(NC(=O)c2c(-c3ccccc3Cl)noc2C)c1
50 | -16% | -16 | -14% | -1% | -7% | 13% | 119%[activator] | 14% | -4% | O=C(O)c1cc([N+](=O)[O-])ccc1NCCc1ccccc1
51 | 9% | -2 | -7% | -6% | -2% | 28% | 22% | 19% | -9% | CC(OC(=O)/C=C/c1cccc(F)c1)C(=O)NC1CCCCC1C (stereo not given)
52 | 0% | -3 | 8% | -1% | -7% | -4% | 10% | 12% | -4% | CNC(=S)N1CCc2cc(OC)c(OC)cc2C1
53 | -5% | 4 | -10% | ? | -4% | ? | ? | 15% | -5% | CCn1c(=O)c2cc(C(=O)N(C)c3ccc(OC)cc3OC)sc2c2ccccc21
54 | 0% | 11 | -6% | -7% | 5% | 6% | 15% | 12% | -2% | N/C(=N/OCc1cccc([N+](=O)[O-])c1)c1nonc1N
55 | -12% | 6 | . | ? | . | -28% | -5% | . | -3% | CC1(C)C(=O)Nc2ccccc2N1C(=O)COC(=O)Cc1c(F)cccc1Cl
56 | 1% | -4 | . | -7% | . | 5% | 28% | . | i | Cc1onc(-c2ccccc2)c1C(=O)NC1CCC(C)CC1 (stereo not given)
57 | -6% | -6 | -6% | -8% | 4% | 1% | 35%[activator] | 4% | i | Cc1csc2c(N3CCN(C(=O)Nc4ccccc4)CC3)ncnc12
58 | 11% | -1 | 10% | -6% | -1% | -18% | 16% | 8% | -10% | CCC(C(=O)NC(CC(=O)O)c1ccc(Cl)cc1)c1ccccc1 (stereo not given)
59 | -6% | . | 50%[activator] | -20% | 0% | . | ? | 8% | 1% | COc1ccc(-c2nc3nc(C)cc(Nc4ccc(C(C)=O)cc4)n3n2)cc1

Some of the compounds tested (hit frequency here may not be typical).
